# FBPA coupling cs = coupling enzyme interference in Giardia aldolase counter-screen. coupling enzyme system counterscreen, AmpLite Red fluorescence. activity change, negative = inhibition, % at 58.2 µM, hits read low. actives 0.67% (n = 290,000); in the data active = activity change below about -30%
#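 First, compound is pin-transferred into glyceraldehyde-3-phosphate coupling-enzyme reagent at 57.5 uM final and held 10 min at RT. Next, substrate, coupling system and AmpLite Red are added. After 20 min RT, fluorescence (525/598 nm) is read.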
# PKM2 activator = increases activity of human pyruvate kinase M2 | P14618 | AID 1631 | purified PKM2, Kinase-Glo ATP luminescence, activation; response scale: 0% is enzyme alone, no compound | actives 0.34% (n = 260,000) | Potency, µM (highest dose often 57.5 µM), for inactives: top-dose activation, usual class: activators; note: potency is the fitted concentration of half-maximal effect; nearly all actives have a fitted effect of over 55% in size
#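 Purified hPK-M2 (>95%) run at intermediate activity with 0.1 mM ADP and 0.5 mM PEP in 50 mM imidazole pH 7.2, KCl, MgCl2; 1 h room temperature. ATP formed read by Kinase-Glo luminescence; normalized to uninhibited and no-enzyme controls.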
# Chronic BCR inh = inhibitors of chronic active B-cell receptor signaling; ABC-DLBCL IkBa-CBG/CBR reporter, luminescence ratio, 4 h; Potency, µM (doses to about 46.1 µM), for inactives: at the top dose ratio change, negative = lower green/red ratio, usual class: inhibitors; actives 0.05% (n = 340,000); active = well fitted inhibition curve with a large enough effect in the signal ratio, with a control signal flat, not every such curve was filed as active; inconclusive = small, poorly fitted or top-dose-only effect, or effect the other way, or a change in a side signal; the % refers to the signal ratio;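 note: potency is the fitted concentration of half-maximal effect; plate controls were basal doxycycline-induced cells for no effect and cells given 10 µM MG132 for full effect; MG132 reads +100%, hits lower the ratio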
#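 Compounds up to 46 uM were incubated four hours with TMD8 cells whose green CBG68 luciferase is fused to IkappaBalpha; red CBR luminescence normalised the signal, and concentration-effect curves were fitted to fusion, red and ratio data.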
# GALK inhibitor = galactokinase (human) inhibition. Purified GALK, Kinase-Glo residual ATP luminescence. Potency, µM (doses to about 57.5 µM), for inactives: at the highest dose activity change, negative = inhibition, most hits filed as inhibitors. actives 0.007% (n = 270,000); note: potency is the fitted concentration of half-maximal effect
# Target sequence (P51570 whole entry, looked up): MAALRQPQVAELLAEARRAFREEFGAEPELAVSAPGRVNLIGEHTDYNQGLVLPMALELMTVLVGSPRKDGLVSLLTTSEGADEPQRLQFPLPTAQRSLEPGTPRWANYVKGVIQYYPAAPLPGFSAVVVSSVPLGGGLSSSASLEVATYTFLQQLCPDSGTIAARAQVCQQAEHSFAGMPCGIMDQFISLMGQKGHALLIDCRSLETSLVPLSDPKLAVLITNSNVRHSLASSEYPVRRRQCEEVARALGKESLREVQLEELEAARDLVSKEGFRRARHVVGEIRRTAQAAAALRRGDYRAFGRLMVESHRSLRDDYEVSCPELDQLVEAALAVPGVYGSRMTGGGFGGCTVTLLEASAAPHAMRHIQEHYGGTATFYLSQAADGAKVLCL
#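 GALK at 5 nM final was combined with compound, 35 uM ATP and 100 uM galactose in HEPES pH8.0 with MgCl2 and DTT. The reaction ran one hour at room temperature before luminescent ATP detection.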
# USP2a block = USP2a (human) protease inhibition; AID 463254; O75604; Potency, µM (doses to about 38.3 µM), for the others: top-dose activity change, negative = inhibition, usual class: inhibitors; USP2 core, Ub-CHOP2 coupled fluorogenic reporter, 485/531; actives 0.01% (n = 330,000);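 note: potency is the fitted concentration of half-maximal effect; plate controls were DMSO wells for no effect and full inhibition by NEM control for full effect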
#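 Deubiquitinase activity read as fluorescence (485/531 nm) after Ub-CHOP2 cleavage activates the enterokinase reporter on its substrate; USP2 core 10nM, Ub-CHOP2 and substrate 25nM each, 30min compound preincubation then 60min RT; data normalized to NEM, curves fitted.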
# Eya2 phos inh = Eya2 (human) phosphatase inhibition; O00167; recombinant Eya2, OMFP fluorescence dephosphorylation (OMFP is methylfluorescein phosphate); actives 0.006% (n = 330,000); Potency, µM (highest dose often 76.9 µM), for the others: top-dose activity, negative = inhibition, usual class: inhibitors; AID 488837; note: potency is the fitted concentration of half-maximal effect
#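 Eya2 (0.2 uM) preincubated 10 min at ambient with compound, then OMFP substrate added at 50 uM; 10 min reaction in 50 mM HEPES pH 7.5, 50 mM NaCl, 5 uM MgCl2, 0.05% BSA, 1 mM DTT. Fluorescence read at Ex 485/Em 525 nm.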
# B2AR arrestin = agonists driving beta-arrestin recruitment to human beta2-adrenergic receptor; beta-arrestin recruitment to beta2AR, cell-based reporter; Potency, µM (highest dose often 46.1 µM), inactives show at the highest dose activation, actives largely listed as activators; actives 0.02% (n = 330,000);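 note: potency is the fitted concentration of half-maximal effect; 0% = DMSO controls and full agonism = EC100 isoproterenol or metaproterenol; nearly all actives have a fitted effect of over 65% in size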
# Target sequence (P07550 whole entry, looked up): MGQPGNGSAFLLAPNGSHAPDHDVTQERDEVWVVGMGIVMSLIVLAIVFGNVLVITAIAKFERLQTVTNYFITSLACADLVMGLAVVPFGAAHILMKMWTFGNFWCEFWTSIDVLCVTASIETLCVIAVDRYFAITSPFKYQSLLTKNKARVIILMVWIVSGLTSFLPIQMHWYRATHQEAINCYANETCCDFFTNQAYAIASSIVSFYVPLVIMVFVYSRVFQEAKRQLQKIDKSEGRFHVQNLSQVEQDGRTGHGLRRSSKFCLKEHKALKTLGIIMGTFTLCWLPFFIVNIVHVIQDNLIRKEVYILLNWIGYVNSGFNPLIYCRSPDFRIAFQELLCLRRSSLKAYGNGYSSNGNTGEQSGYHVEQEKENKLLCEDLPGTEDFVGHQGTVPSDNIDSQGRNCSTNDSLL
# Giardia kill = kills Giardia lamblia | Giardia lamblia trophozoite viability | activity change, % at 7.66 µM, hits read low | actives 0.15% (n = 340,000) | AID 540267; in the data active = activity change below about -80%; inconclusive = between about -30% and that limit;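 note: parasites exposed to compound for two days anaerobically before the ATP read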
#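 Luminescent ATP signal served as the viability read-out, measured 15-30 min after adding ATP detection reagent to trophozoites that had been incubated with compounds for 48 hrs at 37 deg C anaerobically at 100 cells/well.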
# KCNH2 3.1 block = KCNH2 3.1 (human) potassium channel inhibition; U2OS KCNH2 3.1, thallium flux FluxOr; active compounds read low; activity change, % (tested at about 1.8 µM); AID 720553; actives 0.95% (n = 340,000);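 active = maximum activity change below -70%; inconclusive = maximum activity change from -70% to -50%; inactive = maximum activity change above -50%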;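 note: thallium influx rate constant from kinetic fluorescence after stimulation buffer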
#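 FluxOr-based Tl+ influx in U2OS cells transduced with KCNH2 3.1 virus; rate constants normalized to DMSO controls.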
# uPA generation = cell surface uPA generation inhibition; cell surface uPA generation assay, qHTS; Potency, µM (highest dose often 38.3 µM), for the others: at the highest dose activity change, negative = inhibition, usual class: inhibitors; actives 0.31% (n = 330,000); AID 540303; active = well fitted inhibition curve with a large enough effect; inconclusive = small, poorly fitted or top-dose-only effect; inactive = no such curve, though single readings can be large or run the other way; tested in mouse RAW 264.7 cells; note: potency is the fitted concentration of half-maximal effect; nearly all actives have a fitted effect of over 55% in size
# KCNH2 WT inh = KCNH2 (human, wildtype) channel inhibition; Q12809; U2OS, BacMam KCNH2, thallium flux FluxOr; active compounds read low; activity change, % at 1.84 µM; actives 0.37% (n = 340,000); AID 720551;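 active = maximum activity change below -70%; inconclusive = maximum activity change between -70% and -50%; inactive = maximum activity change above -50%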
#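 U2OS cells transduced with wild-type KCNH2 virus are loaded with FluxOr dye for 45 min, and thallium flux is measured in kinetic reads before and after stimulation buffer. Rate constants are normalized to DMSO controls.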
# An asterisk follows results filed as active; ? = inconclusive; . = not tested or not shown; & = joins results of further samples. Unless noted, calls come from the whole dose curve; as a rule, active = well fitted curve in the direction sought with a large enough effect; inconclusive = small, poorly fitted or top-dose-only effect, or another doubt; inactive = no such curve, though single readings can be large; an effect the other way counts as inactive or inconclusive. Unless noted, % is set by controls: 0 for no effect and ±100 for the full control effect.
SMILES,FBPA coupling cs,PKM2 activator,Chronic BCR inh,GALK inhibitor,USP2a block,Eya2 phos inh,B2AR arrestin,Giardia kill,KCNH2 3.1 block,uPA generation,KCNH2 WT inh
CC1CN(CCc2ccccc2)c2nc3c(c(=O)[nH]c(=O)n3C)n2C1 (stereo not given),-1,0%,3%,1%,3%,8%,0.4%,6,2,-11%,27
Nc1ccc(-c2cc(-c3ccc(N)cc3)nc(-c3ccccc3)n2)cc1,-1,-12%,-2%,2%,6%,-12%,-0.9%,3,-17,-1%,-7
Cc1ccc2c(c1)N(CC(=O)NCCCN1CCCCC1)C(=O)c1cccnc1O2,1,-18%,-6%,.,3%,4%,0.1%,-10,9,-10%,1
Cc1ccc(C)c(CSc2nnc(-c3cccnc3)n2N)c1,0,0%,6%,11%,-1%,0%,-0.4%,-4,-4,-3%,-12
O=C1NC(CCc2ccccc2)C(=O)N1Cc1ccc(Br)cc1 (stereo not given),1,-7%,-2%,0%,2%,12%,-1.2%,3,13,8%,0
CC(=O)N1CCc2c(sc(NC(=O)CS(=O)(=O)c3ccc(F)cc3)c2C(N)=O)C1,.,.,0%,.,2%,2%,-1.3%,2,-8,0%,3
CC(C)(C)C(=O)NC(=S)Nc1ccccc1C(N)=O,3,-4%,1%,-2%,3%,-5%,0.2%,-4,5,3%,-8
COc1ccc(C(C)=O)cc1CSc1nc2cc(Cl)ccc2o1,-3,-27%,?,-2%,2%,8%,0.3%,-23,4,-1%,-8
CSc1cccc2sc(NC(=O)C3=COCCO3)nc12,.,.,?,.,0%,-13%,-0.4%,-8,-2,-4%,2
O=C(CCN1C(=O)C2CC=C(Cl)CC2C1=O)NC1CCCCC1 (stereo not given),-2,-3%,9%,1%,-7%,6%,-0.2%,-12,-10,5%,-30
COc1ccccc1-c1nnc(SCC(=O)NC2CCS(=O)(=O)C2)n1N (stereo not given),0,-2%,-4%,3%,-1%,6%,-0.5%,1,-1,7%,1
COc1ccccc1OCCN1CSC(=S)N(C)C1,-4,0%,0%,.,0%,2%,34%,9,-5,-16%,-7
COc1ccc(N(CC(=O)NC2CCCC2)C(=O)CCC(=O)Nc2cc(C)on2)cc1OC,1,-3%,4%,0%,-1%,-6%,-0.2%,-10,-15,-6%,-15
Cc1cc(=O)oc2c(C(=O)c3ccccc3)c(OCC(N)=O)ccc12,1,-4%,4%,.,1%,-9%,-0.5%,-3,-1,-18%,13
CC(C)Oc1cccc(C(=O)C2CCCN(C(=O)c3cc(C(F)(F)F)[nH]n3)C2)c1 (stereo not given),1,.,5%,-9%,1%,4%,0.2%,3,19,-3%,-37
CC(Oc1cccc(Cl)c1)C(=O)N(C)CC(=O)Nc1ccc(N2CCOCC2)cc1 (stereo not given),.,.,1%,.,-1%,-13%,-0.4%,-3,-2,2%,-15
O=C(NC1CCCC1)c1cccc2c1C(=O)c1ccc(N3CCCCC3)cc1S2(=O)=O,.,.,?,.,2%,6%,0.1%,-11,2,-23%,-12
O=C(O)c1cnn(-c2nc(-c3ccc(Cl)c(Cl)c3)cs2)c1C(F)(F)F,15,.,?,-1%,3%,-2%,-1.1%,13,-2,-2%,-11
O=C(/C=C/c1ccccc1)NC1CCCc2ccccc21 (stereo not given),0,-9%,?,-1%,0%,?,-0.2%,.,.,.,.
O=C(NNC(=O)C1CCCN(S(=O)(=O)c2ccc3ccccc3c2)C1)C1CC1 (stereo not given),5,-6%,-1%,-3%,7%,-5%,0.1%,-26,9,4%,20
Cc1nn(C)c(C(=O)N2CCN(C(=O)c3ccco3)CC2)c1Br,4,1%,-1%,-2%,0%,-8%,-0.7%,8,4,2%,5
CCOC(=O)CC(=O)CSc1nc2sc(C)cc2c(=O)n1Cc1ccco1,-1,17%,8%,-5%,-7%,-6%,0.4%,0,0,-10%,6
O=C(CC(=O)c1cccc([N+](=O)[O-])c1)Nc1ccccc1Cl,0,-2%,-10%,-2%,-3%,5%,-0.4%,-2,5,3%,12
CC(C)Cc1cc(CNC(=O)C2CCC(=O)N(Cc3cccc(C(F)(F)F)c3)C2)on1 (stereo not given),.,-7%,-1%,-1%,0%,-10%,-0.8%,28,8,0%,-2
Cc1ccc(-n2c(CSc3nc(C)cc(C)n3)nnc2SCC(=O)Nc2nccs2)cc1,0,3%,-1%,-1%,11%,3%,-0.1%,1,4,0%,16

# The closing two compounds of the part before lead into the next:
SMILES,FBPA coupling cs,PKM2 activator,Chronic BCR inh,GALK inhibitor,USP2a block,Eya2 phos inh,B2AR arrestin,Giardia kill,KCNH2 3.1 block,uPA generation,KCNH2 WT inh
CC(C)Cc1cc(CNC(=O)C2CCC(=O)N(Cc3cccc(C(F)(F)F)c3)C2)on1 (stereo not given),.,-7%,-1%,-1%,0%,-10%,-0.8%,28,8,0%,-2
Cc1ccc(-n2c(CSc3nc(C)cc(C)n3)nnc2SCC(=O)Nc2nccs2)cc1,0,3%,-1%,-1%,11%,3%,-0.1%,1,4,0%,16
Cc1cc(NC(=O)C2CC(c3ccccc3Cl)=NO2)no1 (stereo not given),2,-3%,24%,-2%,-5%,16%,-1.8%,-4,-13,3%,5
Cc1ccc(C)c(N2CCN(C(=O)c3cc4sccc4n3C)CC2)c1,10,-7%,10%,.,-2%,3%,0.3%,1,18,.,-4
CCc1noc(C)c1C(=O)Nc1nnc(C2CCCCC2)s1,2,-2%,-18%,-1%,2%,1%,-0.1%,.,.,.,.
Brc1ccccc1C1CC(c2ccccc2)=Nc2ccccc2N1 (stereo not given),-19,-10%,?,0%,-2%,-1%,-0.7%,-15,13,-16%,-8
O=C(CN1CCC(N2CCCCC2)CC1)N1CCCc2ccccc21,0,-5%,19%,-1%,-8%,-13%,0.1%,16,-5,2%,1
O=S(=O)(Nc1ccc(S(=O)(=O)Nc2nccs2)cc1)c1ccc2c(c1)OCCO2,-4,2%,3%,-3%,-5%,-7%,0.3%,-4,-7,-4%,6
COc1cccc(C2=NN(C(=O)c3ccccc3)C(O)(C(F)(F)F)C2)c1 (stereo not given),-1,-3%,?,0%,-1%,-2%,0.2%,4,0,3%,-5
CCn1cc(C(=O)NCc2ccco2)c(=O)c2cc(F)c(N3CCN(C(=O)c4ccco4)CC3)cc21,1,6%,-4%,-2%,1%,-34%,-0.1%,28,14,-1%,3
Cn1c(SCC(=O)NC(=O)NCc2ccco2)nnc1-c1ccccc1,1,8%,-2%,-1%,2%,-7%,-1.1%,3,-7,1%,-3
O=C(COC(=O)CCc1ccc(S(=O)(=O)N2CCOCC2)cc1)Nc1ccc(Cl)cn1,-2&-1,-8%&1%,-1%&-10%,-2%&0%,0%&0%,2%&6%,-0.4%&-0.4%,4,-7,2%,9
COc1ccc2c(c1)O[C@@H](c1cccc(C(F)(F)F)c1)[C@H](OC(=O)N[C@H]1CCCc3ccccc31)C2=O,-3&-4,-4%,1%,.,1%,-4%,-0.9%,.,.,.,.
Cc1cccc(NC(=S)NC(=O)c2oc3ccccc3c2C)n1,2,-1%,?,-2%,0%,4%,0.7%,-28,5,-2%,-9
COc1ccc(NC(=O)Nc2ccccc2F)cc1,4,-40%,?,4%,-2%,-2%,0.5%,-16,7,-25%,-5
CC1(C)CC(=O)C=C(C(=O)N2CCCC(C(=O)c3cccc(C(F)(F)F)c3)C2)O1 (stereo not given),.,.,3%,0%,1%,-12%,0.0%,22,6,-14%,-8
O=C(NC1CC2CCCC(C1)N2C(=O)Nc1ccc(F)cc1)c1ccccc1 (stereo not given),0,2%,-7%,9%,2%,-15%,-0.2%,-1,1,-1%,7

# Structural class: the compounds so far containing a CF3 group.
SMILES,FBPA coupling cs,PKM2 activator,Chronic BCR inh,GALK inhibitor,USP2a block,Eya2 phos inh,B2AR arrestin,Giardia kill,KCNH2 3.1 block,uPA generation,KCNH2 WT inh
CC(C)Oc1cccc(C(=O)C2CCCN(C(=O)c3cc(C(F)(F)F)[nH]n3)C2)c1 (stereo not given),1,.,5%,-9%,1%,4%,0.2%,3,19,-3%,-37
O=C(O)c1cnn(-c2nc(-c3ccc(Cl)c(Cl)c3)cs2)c1C(F)(F)F,15,.,?,-1%,3%,-2%,-1.1%,13,-2,-2%,-11
CC(C)Cc1cc(CNC(=O)C2CCC(=O)N(Cc3cccc(C(F)(F)F)c3)C2)on1 (stereo not given),.,-7%,-1%,-1%,0%,-10%,-0.8%,28,8,0%,-2
COc1cccc(C2=NN(C(=O)c3ccccc3)C(O)(C(F)(F)F)C2)c1 (stereo not given),-1,-3%,?,0%,-1%,-2%,0.2%,4,0,3%,-5
COc1ccc2c(c1)O[C@@H](c1cccc(C(F)(F)F)c1)[C@H](OC(=O)N[C@H]1CCCc3ccccc31)C2=O,-3&-4,-4%,1%,.,1%,-4%,-0.9%,.,.,.,.
CC1(C)CC(=O)C=C(C(=O)N2CCCC(C(=O)c3cccc(C(F)(F)F)c3)C2)O1 (stereo not given),.,.,3%,0%,1%,-12%,0.0%,22,6,-14%,-8

# From PubChem BioAssay
